High-throughput results: PubChem BioAssay, The Scripps Research Institute Molecular Screening Center
FXN GAA850 act = activators of GAA850 frataxin (FXN) promoter; 360,000 compounds, 0.56% hits; activation, % at 6 µM; HEK293 lucGAA850 FXN promoter luciferase reporter, 24 h; percent of 10 µM SAHA response;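 active means activation above the average of all compounds screened plus 3 SD, cutoff fixed separately per campaign, cut at about 7.5% in these data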;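 further: 0% = DMSO wells and 100% = 10 µM SAHA wells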
hgDAF12 agonist = agonists of H. glycines DAF-12 nuclear receptor. activation, % at 6.8 µM. HEK293 GAL4-hgDAF12 UAS-luciferase reporter, agonist luminescence; normalized to butyrate control. AID 687014. 370,000 compounds, 1.8% hits;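 active means activation above a cutoff set at the mean of all screened compounds plus 3 SD, cut at about 10% in these data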;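 further: 0% = DMSO wells and 100% = sodium butyrate wells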
ssDAF12 agonist = S. stercoralis DAF-12 activation, primary screen; HEK293 ssDAF-12/GRIP1 lit1-tk-luc reporter, luminescence; % of 3 µM dafachronic acid response; activation, % at 6.8 µM; 370,000 compounds, 1% hits; AID 652126;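 active means activation above the mean over all tested compounds plus 3 SD, cut at about 0.9% in these data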;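 further: 0% = DMSO-only wells and 100% = 3 µM delta7-dafachronic acid wells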
sPLA2-III inh = Blocks human group III sPLA2 activity. Q9NZ20. QFRET BODIPY PC-A2 liposome hydrolysis, fluorescence. inhibition, % at 12.2 µM. 370,000 compounds, 0.56% hits. AID 743126;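 active means inhibition above mean plus 3 SD of compounds lying within the high and low control bounds, cut at about 19% in these data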;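 further: 0% = median of test compound wells and 100% = no enzyme DMSO wells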
DAX1 inh-1 = NR0B1 (DAX1) inhibition; P51843; 340,000 compounds, 0.99% hits; inhibition, % at 6.75 µM; AID 504766; HEK293 Gal4-DAX1 luciferase reporter, luminescence;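 active means inhibition above the mean over all tested compounds plus 3 SD, cut at about 4.2% in these data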;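 further: 0% = DAX1-transfected cells with DMSO and 100% = empty-vector control cells with DMSO; inhibition shows as a rise in luminescence from relieved DAX1 repression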
PLCg1 inh = PLC-gamma1 (human) inhibition, primary screen; P19174; purified PLC-gamma1, fluorogenic substrate, fluorescence; inhibition, % at 12.2 µM; 370,000 compounds, 0.84% hits; in the data active means inhibition above about 9.5%
Target sequence (P19174 whole entry, looked up): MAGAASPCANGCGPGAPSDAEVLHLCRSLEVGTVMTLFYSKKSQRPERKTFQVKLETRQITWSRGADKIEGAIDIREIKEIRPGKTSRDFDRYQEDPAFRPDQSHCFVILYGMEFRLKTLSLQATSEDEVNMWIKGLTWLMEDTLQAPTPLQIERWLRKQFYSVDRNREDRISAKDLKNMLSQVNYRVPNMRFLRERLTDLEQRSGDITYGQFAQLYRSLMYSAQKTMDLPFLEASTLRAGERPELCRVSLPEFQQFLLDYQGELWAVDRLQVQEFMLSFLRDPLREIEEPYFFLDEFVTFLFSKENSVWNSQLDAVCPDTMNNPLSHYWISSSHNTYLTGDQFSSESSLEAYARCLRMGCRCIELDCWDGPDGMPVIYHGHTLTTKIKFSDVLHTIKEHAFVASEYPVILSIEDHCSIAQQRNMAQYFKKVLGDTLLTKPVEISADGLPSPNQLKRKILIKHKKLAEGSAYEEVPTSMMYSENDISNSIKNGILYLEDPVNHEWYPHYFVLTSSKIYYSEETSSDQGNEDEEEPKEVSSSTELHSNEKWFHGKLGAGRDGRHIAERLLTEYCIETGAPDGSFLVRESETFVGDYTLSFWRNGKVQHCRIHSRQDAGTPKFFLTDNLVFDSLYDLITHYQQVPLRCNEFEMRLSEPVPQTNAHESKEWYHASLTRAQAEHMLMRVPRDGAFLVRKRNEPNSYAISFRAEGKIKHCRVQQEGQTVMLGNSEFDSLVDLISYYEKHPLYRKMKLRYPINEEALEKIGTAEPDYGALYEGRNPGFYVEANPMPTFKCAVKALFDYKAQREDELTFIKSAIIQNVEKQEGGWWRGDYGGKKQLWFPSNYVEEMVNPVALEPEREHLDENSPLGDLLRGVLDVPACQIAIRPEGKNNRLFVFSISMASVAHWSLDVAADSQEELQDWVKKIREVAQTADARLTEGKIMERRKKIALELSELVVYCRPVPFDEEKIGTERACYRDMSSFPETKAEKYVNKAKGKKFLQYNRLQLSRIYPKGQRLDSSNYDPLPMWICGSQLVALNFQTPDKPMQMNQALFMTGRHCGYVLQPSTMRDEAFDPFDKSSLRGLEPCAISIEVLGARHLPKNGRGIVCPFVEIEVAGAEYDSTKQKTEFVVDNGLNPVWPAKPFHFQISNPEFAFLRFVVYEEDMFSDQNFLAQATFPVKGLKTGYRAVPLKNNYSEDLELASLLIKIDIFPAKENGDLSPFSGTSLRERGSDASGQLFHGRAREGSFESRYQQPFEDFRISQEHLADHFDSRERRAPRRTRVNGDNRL
ADAM17 inh = ADAM17 inhibition, QFRET primary screen. P78536. recombinant ADAM17, EDANS/DABCYL FRET peptide cleavage. inhibition, % at 6.95 µM. 370,000 compounds, 0.83% hits. AID 720648;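 active means inhibition above the mean of compounds lying between control limits plus 3 SD, set per campaign, cut at about 8.5% in these data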;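 further: 0% = DMSO-only wells as the low control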
ADAM10 inh = inhibitors of human ADAM10; O14672; recombinant ADAM10, EDANS/DABCYL FRET peptide cleavage, 3 h; inhibition, % at 7 µM; 370,000 compounds, 0.62% hits;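 active means inhibition above a per-campaign cutoff equal to the mean of compounds falling between control-based bounds plus 3 SD, cut at about 20% in these data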;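 further: 0% = DMSO wells while the 100% control is not disclosed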
PLCb3 inh = blocks human PLC-beta3 enzyme activity. Q01970. Purified PLC-beta3, fluorogenic substrate, fluorescence. inhibition, % at 12.2 µM. 370,000 compounds, 0.18% hits. AID 720704; in the data active means inhibition above about 11%;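 further: 0% = median of compound wells on plate and 100% = full blocker control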
hcDAF12 agonist = activators of H. contortus DAF-12 nuclear receptor. HEK293 hcDAF-12 lit1-tk-luc reporter, luminescence; 0% DMSO, 100% Δ7-dafachronic acid. activation, % at 6.8 µM. 370,000 compounds, 1.4% hits;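 active means activation above the mean of all tested compounds plus 3 SD, cut at about 5.5% in these data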;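 further: 100% = response to 3 µM Δ7-dafachronic acid high control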
DAX1 inh-2 = inhibitors of DAX1 repression of SF-1 activated StAR promoter; 370,000 compounds, 1.1% hits; inhibition, % at 6.8 µM; HEK293T StAR-luciferase reporter, SF-1/DAX-1 repression relief; AID 652010;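 active means inhibition above the mean over all tested compounds plus 3 SD, cut at about 3.6% in these data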;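 further: 0% = DAX-1 cells with DMSO and 100% = cells lacking DAX-1 with DMSO; higher inhibition means more luminescence from relief of DAX-1 repression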
* marks the source's active call; other numbers are inactive results; / = no result given.

#	molecule	FXN GAA850 act	hgDAF12 agonist	ssDAF12 agonist	sPLA2-III inh	DAX1 inh-1	PLCg1 inh	ADAM17 inh	ADAM10 inh	PLCb3 inh	hcDAF12 agonist	DAX1 inh-2
1	O=C(CCCc1ccccc1)NCCc1ccccc1	3.1	4.5	-0.6	12	2.8	-3	-1	2	-8	0.5	0.6
2	CN1C(=O)NC2(O)C(=O)c3ccccc3C12O (stereo not given)	0.6	-0.8	-0.9	4	2.7	5	3	-1	8	2.3	2.1
3	CCOc1ccc2[nH]c(=O)c(CN(Cc3ccco3)Cc3nnnn3Cc3ccccc3)cc2c1	4.2	-1.1	-1.6	-5	-0.3	-5	-15	-45	-2	-0.6	-0.1
4	NC(=O)c1ccc(-c2nnn(CC(=O)N(C3CCCC3)C3CCS(=O)(=O)C3)n2)cc1 (stereo not given)	1.8	0.6	-1.6	10	1.1	4	-6	-15	-6	-0.4	-0.3
5	O=C(COC(=O)c1ccco1)Nc1cc(S(=O)(=O)N2CCCCC2)ccc1Cl	0.6	1.6	-1.1	-6	-0.3	-2	-1	-5	-2	-1.3	-0.6
6	CCCn1c(SCC(=O)Nc2nc(C)cs2)nnc1-c1cccnc1	0.8	-0.4	-1.0	10	-0.3	6	-6	2	-1	0.8	0.0
7	O=c1cc(CSc2nnnn2-c2ccccc2)nc2nc[nH]n12	4.3	0.1	-0.3	1	0.1	-1	-7	-10	1	-1.8	0.3
8	CCN1CCN(C(=O)C(C)N(c2ccc(C)cc2)S(C)(=O)=O)CC1 (stereo not given)	0.1	-1.5	-0.8	-2	-0.5	-1	-3	2	0	-1.0	0.3
9	CCN(C(=O)c1cccc(NC(=O)c2ccccc2)c1)C1CCCCC1	-0.7	-1.7	-1.6	-1	0.0	0	5	-6	-6	-2.3	-0.5
10	COc1ccc(CCN2C(=O)C3C4CC(C5C(C(=O)O)=NOC45)C3C2=O)cc1OC (stereo not given)	2.1	-1.3	-1.1	0	0.5	0	-1	2	2	-0.5	-0.8
11	CCc1nnc(NC(=O)c2ccc3ccccc3n2)s1	4.2	14*	2.6*	-3	1.3	-2	-2	-1	1	13*	3.9*
12	Cc1ccc(S(=O)(=O)NCC(=O)NCC(=O)N(C)Cc2ccc(Br)s2)cc1C	-2.9	-1.4	-1.0	2	-0.9	-3	-4	-10	-3	-2.2	-2.2
13	N#Cc1ccsc1NC(=O)COC(=O)c1cc(Br)ccc1O	3.1	1.0	0.3	0	6.0*	-13	-13	-25	-28	3.9	1.3
14	COc1ccc(Cl)c(Cn2c(NCCCO)nc3c2c(=O)n(C)c(=O)n3C)c1	2.8	-1.4	-1.2	-4	2.3	-1	1	10	1	0.6	-0.7
15	CCS(=O)(=O)Nc1cccc(-c2ccc3nnc(C)n3n2)c1	/	-2.3	-0.8	4	/	-5	-7	-8	-5	0.9	0.5
16	CCCCC#Cc1ccc(C(=O)NNC(=O)Nc2ccccc2)o1	-1.0	-0.2	-1.8	0	1.9	1	-3	-1	-6	-0.6	-0.1
17	CCNc1nc(NCC)nc(N/N=C/c2ccc(N(C)C)cc2)n1	-2.6	-0.1	-1.1	8	-1.3	-33	-86	-277	-47	-1.7	-0.5
18	Cc1ccc(CNC(=O)Cn2nnc(C(=O)Nc3cccc(C)c3C)c2N)cc1	-1.6	0.1	-0.6	2	-0.4	-3	-5	-5	-7	-0.9	-0.2
19	Fc1ccc(-c2cc3nc(-c4ccccc4)cc(N4CCOCC4)n3n2)cc1	2.5	-2.2	-1.2	-2	-1.1	-45	-18	-46	-73	-0.9	-0.3
20	Cc1cc(C)cc(NC(=O)CCc2nc3ccccc3[nH]2)c1	1.4	-2.3	-0.6	2	0.0	1	-3	1	5	-1.9	-0.6
21	Cc1noc(C)c1C(=O)NCC1COc2ccccc2O1 (stereo not given)	-0.2	-1.1	-0.9	5	0.2	-3	-2	-1	-2	-0.3	1.8
22	CN(Cc1nccn1C)C(=O)CC1C(=O)NCCN1Cc1ccccc1C(F)(F)F (stereo not given)	-0.3	0.8	-1.3	-4	0.5	-7	-5	-14	-9	-2.3	-0.2
23	COc1cc(C=O)ccc1OCC(=O)Nc1ccccc1N1CCOCC1	0.5	2.8	-0.3	5	0.4	3	-8	-9	-9	3.6	-0.1
24	CCS(=O)(=O)Nc1c(C)n(C)n(-c2ccccc2)c1=O	1.9	0.2	-1.2	-4	-0.7	9.6*	5	7	8	0.2	0.4
25	CCOC(=O)c1[nH]c(C)c(C(=O)NC2CCCCCC2)c1C	0.2	1.1	-0.5	12	0.5	2	-4	-8	3	-1.1	0.0
26	Cc1ccc(N(CC(=O)Nc2ccc(S(=O)(=O)N3CCOCC3)cc2)S(C)(=O)=O)cc1C	0.1	0.1	-0.9	-35	-1.6	-2	-1	10	0	-1.2	-0.5
27	COc1cccc(CN(C)CC(=O)Nc2cccc(C(F)(F)F)c2)c1OC	2.0	-4.7	-2.5	-3	-0.9	1	2	3	1	-1.7	-1.5
28	CCOC(=O)CSc1nnc(CSc2nc3ccccc3c(=O)[nH]2)n1-c1ccccc1	1.0	-0.6	-0.9	-13	1.5	-1	0	-3	2	-1.5	0.0
29	COc1ccc(C(=O)N2CCCC(c3cc(C(=O)Nc4ccccc4)no3)C2)cc1 (stereo not given)	2.1	1.8	-0.4	10	/	0	-2	-16	-2	1.1	1.7
30	Cc1[nH]n(-c2ccc([N+](=O)[O-])cc2)c(=O)c1C=NCCN1CCN(C(=O)c2cccc(F)c2)CC1	0.7	0.5	-1.1	-6	0.6	1	-2	3	-1	-1.0	-0.3
31	c1ccc(CCNc2ccc3ncc(-c4cccc5ccccc45)n3n2)nc1	1.1	-1.3	-0.9	-5	/	-132	-96	-300	-189	-0.9	0.7
32	CCc1ccc2nc(-c3cccc(C)c3)nc(SCC(=O)NCC3CCCO3)c2c1 (stereo not given)	-2.0	-0.8	-1.3	-1	0.4	8	0	5	3	0.2	-0.1
33	C#CCOCCOCCOCCNc1nc(N2CCN(C(=O)Cn3cc(CC(C)O)nn3)CC2)nc(N2CCN(C(=O)[C@H](CCCCN)n3cc(CCC(=O)O)nn3)CC2)n1 (stereo not given in full)	0.3	0.4	-1.0	2	2.4	-4	2	1	3	0.6	0.1
34	O=C(NCc1cn2ccsc2n1)c1cccc(C(F)(F)F)c1	0.4	-1.8	-1.5	2	0.6	0	0	-1	5	0.0	-0.5
35	O=C(NCc1ccccn1)c1ccc(Cl)c(S(=O)(=O)NCc2ccccc2)c1	0.9	1.7	-1.3	9	0.2	-1	-5	-17	-9	0.2	-1.3
36	CCOC(=O)c1ccc(NS(=O)(=O)c2ccc3oc(=O)[nH]c3c2)cc1	0.5	-0.4	-0.8	-14	0.2	1	0	-5	-5	0.4	-0.2
37	C=CCOc1ccc(Br)cc1CNCCO	1.9	-5.0	-1.6	5	0.8	-3	-2	-4	2	-0.2	-0.3
38	CCOc1ccc(CCNC(=O)CSc2cc(=O)n(C)c3ccc(Cl)cc23)cc1OCC	-2.8	-0.4	-1.7	-15	-1.4	4	0	-4	2	-0.1	-0.6
39	COCCNC(=O)/C(C#N)=C/c1ccc(OCc2ccccc2)cc1	2.7	1.9	-0.6	-6	-0.5	1	1	5	-1	-0.3	-0.5
40	CCNc1ccc(Br)cc(C(=O)/C=C/c2ccc(Cl)cc2Cl)c1=O	-0.5	-3.0	-1.4	3	-2.3	-46	-5	-6	-62	-0.8	-0.6
41	Cc1ccc(OCC(=O)Nc2ccccc2F)cc1C	2.6	16*	0.6	-2	1.6	4	3	7	-5	3.4	3.5
42	CN(c1ccccc1)S(=O)(=O)c1ccc(NC(=S)Nc2ccccc2)cc1	0.5	0.2	-0.9	2	0.4	-1	-4	6	-2	0.8	0.2
43	CC(=O)Nc1ccc(CN2CCc3c([nH]c4ccccc34)C2C(C)(C)C)cc1 (stereo not given)	-0.3	0.3	-0.4	-2	0.1	-54	-23	-65	-77	1.9	0.9
44	O=C(NCCN1CCOCC1)C1CCN(S(=O)(=O)N2CCCCC2)CC1	1.5	1.3	-1.0	3	-1.2	4	-3	-6	1	-0.3	0.1
45	CCOC(=O)[C@]12CCCC=C1N(Cc1ccc(Cl)cc1Cl)C(=O)[C@H](CC(=O)NCc1ccc(OC)c(OC)c1)C2	/	-2.5	-1.5	-13	/	3	4	9	4	-0.8	-2.2
46	CCCC(=O)N1CCC1(C)C(=O)Nc1ccccn1 (stereo not given)	0.0	-0.7	0.1	3	/	-2	1	0	2	-0.7	-0.1
47	O=C1C(Cl)=C(N2CCCC2)C(=O)N1c1ccccc1F	-2.0	-2.0	-0.4	4	-2.2	-17	-1	4	-25	-2.0	-0.5
48	O=C(Nc1cccc(C(F)(F)F)c1)/C(=C\c1ccco1)NC(=O)c1cccs1	-1.4	-1.4	-1.5	-6	-0.1	-33	2	3	-29	-1.9	-0.3
49	Cc1ccccc1Cn1c(C)c(C(=O)NCc2cccc(C(F)(F)F)c2)sc1=O	-2.9	-2.2	-1.1	13	/	0	-2	-7	-2	-1.2	-0.1
50	COc1ccccc1NS(=O)(=O)c1cccc(C(=O)N/N=C/c2cn(-c3ccccc3)nc2-c2ccccc2)c1	-1.3	5.0	-2.1	-17	-1.6	-112	1	-26	-127	-1.1	-1.4
51	CCCCn1nnnc1C(c1ccccc1)N1CCN(CC)CC1 (stereo not given)	/	1.2	-1.3	1	/	0	-5	-6	0	-2.1	-1.1
